# MgcRacGAP inhibition – MgcRacGAP GTPase-activating activity inhibitors, confirmation, biochemical, ADP Hunter fluorescence | MgcRacGAP-stimulated Rac1 GTP hydrolysis, ADP Hunter fluorescence; higher % means a stronger effect; GST-tagged Rac1 F28L mutant substrate | hit rate 0.6% among 340,000 | inhibition, % at 30 µM, or IC50 in µM where a hit was titrated;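 active = first-screen hits whose inhibition reached a set limit at any dose in the follow-up dose series; inconclusive = inhibition above the set first-screen limit but never retested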;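 also: fluorescence reports GDP produced by GAP-driven GTP hydrolysis; strong numbers were not always called active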
# PhoP inhibition – PhoP-dependent GFP reporter repression – Salmonella Typhimurium, primary screen (AID 1863). S. Typhimurium PhoP-regulated promoter GFP reporter, 4 h; higher % means a stronger effect. inhibition, % at 50 µM; hits with a dose series show IC50 in µM. hit rate 0.16% among 300,000;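 active = inhibition over 29.93%, a cutoff 3 SD above the screen mean, later confirmed by dose response; inconclusive = inhibition over 29.93% but no dose response follow-up; inactive = inhibition at most 29.93% or unconfirmed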;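 also: 0% = low Mg2+ inducing control and 100% = high Mg2+ repressing control; strong numbers were not always called active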
# bCat nuc transl – alters nuclear translocation of beta-catenin in HeLa cells. nuclear translocation activity, % at 5 µM. immunofluorescence imaging. hit rate 0.3% among 190,000. AID 1665;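 active = nuclear translocation activity above 50% at 5 µM, with a well cell count of 50 or more; inconclusive = wells under 50 cells across six images, flagged as toxic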;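 also: per-cell ratio of nuclear to cytoplasmic median beta-catenin stain intensity; plate controls were DMSO negative control for no effect and GSK-3 inhibitor IX positive control for full effect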
#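 System: HeLa cells, endogenous beta-catenin; compound dosing: 5 µM primary single dose, 0.1% DMSO, 0.02–20 µM confirmation series; incubation: 24 h compound exposure at 37°C, 5% CO2; signal: beta-catenin immunofluorescence imaging with DAPI; evaluation: % activation, nuclear-to-cytoplasmic median beta-catenin signal ratio per cell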
# RSV antiviral HEp-2 – inhibition of RSV-induced cytopathic effect – HEp-2 cells, primary 10 µM value included (AID 2391) | hit rate 0.13% among 310,000 | CPE inhibition, % at 10 µM; hits with a dose series show IC50 in µM | HEp-2 cells, RSV-induced CPE inhibition; higher % means a stronger effect; in the data active = a potency from the dose series; inconclusive = CPE inhibition mostly from about 23% at the one dose, without a potency; inactive = the rest, 99 in 100 with CPE inhibition below about 21%; also: strong numbers were not always called active
# SV40 large T antigen – TAg ATPase/helicase activity blockers – biochemical (AID 1903) | SV40 large T antigen ATPase/helicase inhibition assay; higher % means a stronger effect | inhibition, % at 20 µM; hits with a dose series show IC50 in µM | hit rate 0.39% among 310,000; in the data active = a potency from the dose series; inconclusive = inhibition mostly from about 32% at the one dose, without a potency; inactive = the rest, 99 in 100 with inhibition below about 32%; also: strong numbers were not always called active
# West Nile antiviral – West Nile virus antiviral activity, cell-based, CPE readout (AID 1621). West Nile virus-infected cells, CPE inhibition; higher % means a stronger effect. one-dose CPE inhibition, % at 10 µM; IC50 in µM for titrated hits. hit rate 0.02% among 290,000; in the data active = a potency from the dose series; inconclusive = CPE inhibition mostly from about 3.7% at the one dose, without a potency; inactive = the rest, 99 in 100 with CPE inhibition below about 2.2%; also: strong numbers were not always called active
# Myeloid diff 2 – promotes myeloid progenitor differentiation; calls only at 10 µM; AID 624256; ER-HoxA9 myeloid progenitors, lysozyme-GFP differentiation, flow cytometry; hit rate 1% among 360,000;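 active = normalized GFP-positive differentiation at or above the plate's own cutoff, the solvent-only control mean plus 3 SD; inconclusive = no clear call, values can overlap the other calls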;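 also: cells exposed to compound for four days before flow analysis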
# T cell modulator – T cell immune modulators affecting CD8 T cell-vesicle binding. 2C CD8+ T cell-vesicle binding, flow cytometry; hits give low values. calls only at 7 µM. hit rate 0.068% among 330,000;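 active = response, share of CD8 T cells binding vesicles, and their 90th percentile fluorescence all below set limits, cut at about 80% in these data, passing the limit was not always enough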
#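 Material: murine 2C transgenic CD8+ T lymphocytes / Also added: QL9-peptide-loaded Drosophila micro-vesicles bearing Ld, ICAM-1 and B7-1 / Schedule: binding step 1.5 h, 37 °C, antibody labelling 20 min, ice / Signal: flow cytometry, PE anti-B7-1 (FL2) versus Alexa647 anti-CD8 (FL8), PFA-fixed / Evaluation: percent CD8+ FL2 mean versus row control / Benchmarks: naked versus QL9-loaded vesicles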
# WT yeast gro inh – growth inhibition of WT yeast, mitochondrial fusion screen | mitochondrial fusion phenotypic screen, WT strain | inhibition, % at 10 µM | hit rate 2.1% among 190,000 | AID 1362; in the data active = inhibition above about 58%; tested in S. cerevisiae
# WT yeast gro inh mutant strain – also measured in WT yeast gro inh; calls as there; inhibition, %; mitochondrial fusion phenotypic screen, mutant strain inhibition
# bCat nuc transl cell count 5 µM – further read-out of bCat nuc transl, marked with its call; cell count; measured here: cell count, cytotoxicity flag
# T cell modulator vesicle-bound % – second read-out of T cell modulator, no call of its own (marks repeat the call); double positive events, %; measured here: CD8+ vesicle-bound cell fraction;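 binding gate set so that unloaded-vesicle control wells show 10% double positive cells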
# Myeloid diff 2 GFP+ MAC1+ % – recorded beside Myeloid diff 2, whose call it bears; GFP+ MAC1+ double positive, %; measured here: differentiation confirmed by MAC1 staining
# Numbers without * were called inactive; i = inactive; ? = inconclusive; / = not tested or not shown.
SMILES,MgcRacGAP inhibition,PhoP inhibition,bCat nuc transl,bCat nuc transl cell count 5 µM,RSV antiviral HEp-2,SV40 large T antigen,West Nile antiviral,Myeloid diff 2,Myeloid diff 2 GFP+ MAC1+ %,T cell modulator,T cell modulator vesicle-bound %,WT yeast gro inh,WT yeast gro inh mutant strain
COc1ccc(CCC(=O)NCCc2ccc(Cl)cc2)cc1,5.1%,-3.0%,/,/,0.8%,10.7%,-0.4%,i,0.8,i,24.8,/,/
CCOC(=O)N1CCN(C(=S)Nc2cccc(C)c2C)CC1,6.7%,-19.7%,-0.9,1124,0.5%,-3.9%,-0.1%,i,0.6,i,42.7,-9.8,8.6
CC1(Cc2cn(CCC#N)c3ccccc23)OCCO1,15.8%,-6.1%,-2.8,1079,2.8%,6.6%,0.2%,i,1.3,i,38.6,8.4,8.9
O=C(CN1C(=O)NC(Cc2ccccc2)C1=O)Nc1ccc(F)cc1 (centres undefined),5.7%,2.5%,1.8,1093,0.2%,8.4%,0.6%,i,0.6,i,41.9,-32.6,-0.8
C=Cn1cc[n+](CC(=O)c2ccc(Br)s2)c1,11.5%,-1.0%,/,/,2.0%,8.7%,0.2%,i,0.4,i,45.3,/,/
CCOc1ccccc1NS(=O)(=O)c1ccc2[nH]c(=O)[nH]c2c1,4.8%,5.4%,/,/,1.9%,0.5%,-0.5%,i,1.1,i,45.0,/,/
CCn1c(SCc2ccccc2)nnc1-c1ccc(S(=O)(=O)N2CCCCC2)cc1,-6.3%,0.9%,-0.3,1371,14.8%,1.4%,-0.4%,i,0.9,i,10.2,-1.7,-13.7
CN(C)c1ccc(C(CNC(=O)c2ccc(C#N)cc2)c2c[nH]c3ccccc23)cc1 (centres undefined),10.1%,16.6%,-1.1,524,5.7%,2.8%,-1.6%,i,1.4,i,58.2,16.8,-25.2
CC(=O)Nc1cccc(Oc2ccc3c(c2)C(=O)NC3=O)c1,3.0%,-1.2%,/,/,2.3%,17.5%,-0.3%,i,1.0,i,56.6,/,/
O=C1NC(c2ccccc2)CCC1(Cl)Cl (centres undefined),-4.9%,4.9%,/,/,2.8%,7.2%,0.3%,i,0.8,i,43.0,-13.5,3.6
COCCCNC(=O)CN(c1cccc(Cl)c1)S(C)(=O)=O,-2.5%,-0.6%,-3.5,813,1.2%,2.0%,0.5%,i,0.5,i,40.6,-21.9,-9.8
O=C(NC(=S)N1CCCCCC1)c1ccc(Cl)cc1Cl,/,-0.8%,-1.2,928,-0.6%,9.3%,0.2%,i,0.1,i,61.5,45.7,40.8
Nc1nnnn1N=C1CCCCC1,-2.2%,-5.4%,0.6,1169,0.7%,0.5%,0.2%,i,0.2,i,9.0,13.3,-11.0
CCCCc1cc(=O)oc2c(C)c(OCC(=O)NCCN3CCOCC3)ccc12,-8.6%,0.1%,/,/,-1.4%,5.2%,-0.7%,i,1.7,i,57.5,/,/
COC(=O)c1ccc(COc2ccc(-c3nnn(CC(=O)NC(C)(C)C)n3)cc2)cc1,2.0%,-3.3%,1.5,415,1.6%,8.8%,-0.8%,i,1.0,i,35.7,-8.0,-2.7
O=C(CSc1c(Cl)cccc1Cl)N1CCC(c2nc3ccccc3s2)CC1,3.0%,24.4%,0.3,1257,6.1%,12.1%,-0.5%,i,0.9,i,30.9,-0.7,10.4
O=C(COC(=O)c1ccc(OC(F)F)cc1)NCCCN1CCCC1=O,12.5%,-8.5%,-0.7,1329,-0.3%,11.5%,0.2%,i,0.2,i,43.6,/,/
O=C(CCC(=O)N1CCN(c2ccccn2)CC1)c1ccc(Cl)s1,6.8%,/,/,/,0.6%,/,/,i,0.5,i,33.3,/,/
CC(C)OC(=O)c1c(NC(=O)c2cccs2)sc2c1CCCC2,5.9%,-3.7%,-4.1,962,2.3%,-3.0%,2.3%,i,7.0,i,61.1,2.5,14.8
Cc1ccc(N(C(=O)c2csnn2)C(C(=O)NC2CCCCC2)c2cccnc2)cc1C (centres undefined),3.6%,-0.2%,/,/,-0.2%,1.1%,-1.0%,i,0.6,i,7.2,/,/
COc1ccc(OC)c(-n2c(C)cc(/C=C3\C(=N)N4N=C(CC(=O)N5CCOCC5)SC4=NC3=O)c2C)c1,8.9%,-12.5%,/,/,17.0%,18.8%,0.3%,i,5.0,i,10.0,/,/
CC(NC(=O)c1ccc(S(C)(=O)=O)cc1)c1cccc2ccccc12 (centres undefined),8.7%,6.2%,/,/,2.4%,25.6%,-0.1%,i,2.0,i,33.1,/,/
CCOC(=O)N1CCN(c2cc(NCCO)c([N+](=O)[O-])c3nonc23)CC1,8.2%,3.0%,-3.6,1116,-1.1%,4.9%,0.2%,i,0.3,i,7.4,-0.9,-7.9
COc1ccccc1-n1c(CNC(=O)c2ccccc2)nnc1SCC(=O)Nc1nnc(C)s1,8.6%,1.8%,-2.5,1080,1.7%,12.3%,-0.1%,i,2.8,i,53.5,0.2,1.0
Cc1cc(=O)n2nc(N3CCCC(C(=O)NCc4ccc5c(c4)OCO5)C3)sc2n1 (centres undefined),11.4%,-13.5%,-0.6,1094,-0.9%,20.0%,-0.4%,i,0.5,i,9.2,3.4,3.8
CCOC(=O)c1ccc(S(=O)(=O)NC2CCC(C)CC2)cc1 (centres undefined),-3.4%,/,/,/,1.0%,/,/,i,1.2,i,32.7,/,/
O=C(Cc1n[nH]c(=O)c2ccccc12)OCC(=O)c1ccc(F)cc1,1.1%,-0.1%,/,/,-0.9%,4.5%,/,i,0.2,i,46.1,/,/
O=C(C(c1ccccc1)c1ccccc1)N1CCOCC1,4.7%,-3.3%,0.5,808,2.2%,3.4%,0.3%,i,1.7,i,20.4,18.3,-0.8
CCOC(=O)C1CCCN(S(=O)(=O)CCNC(=O)c2ccccc2)C1 (centres undefined),2.6%,0.1%,/,/,-0.1%,-7.3%,/,i,2.7,i,50.9,/,/
CCc1nc2oc3ccccc3c(=O)c2c(=O)n1CCOC,4.6%,-1.6%,-1.2,1161,0.9%,-0.9%,0.5%,i,0.8,i,9.9,13.7,7.4
COC(=O)c1ccc(NC(=O)C2CCN(C(=O)c3cc(OC)c(OC)c(OC)c3)CC2)cc1,0.9%,-10.9%,/,/,0.4%,17.0%,-0.5%,i,0.4,i,20.2,13.6,17.4
O=C1CCN(CCc2ccccc2)CCN1CCSc1ccccc1,10.4%,-1.9%,/,/,-1.2%,18.2%,-0.8%,i,1.4,i,14.0,/,/
CCOc1ccc(N(CC(=O)NC2CCCCC2)C(=O)CCC(=O)Nc2cc(C)ccn2)cc1,5.5%,3.6%,/,/,0.9%,4.3%,-0.5%,i,1.7,i,43.1,/,/
CCOC(=O)c1cc2cc(OC)ccc2nc1C,9.6%,3.4%,-0.3,1114,0.5%,4.8%,0.2%,i,0.6,i,55.3,-16.5,-8.8
Cc1[nH]c2ccccc2c1NC(=O)CN1CCN(Cc2ccc3c(c2)OCO3)CC1,/,8.6%,-7.3,979,/,8.1%,-0.1%,/,/,/,/,-0.5,3.9
COc1ccc(C#Cc2c(C=O)n(C)c3ccccc23)cc1,5.5%,/,/,/,13.8%,/,/,i,3.9,i,16.8,/,/
COc1cccc(CN2CCN(C(=O)c3ccco3)CC2)c1OC,163µM*,/,/,/,1.4%,/,-0.1%,i,2.1,i,54.0,/,/
CCOc1ccccc1NC(=S)N1CCC(NC(=O)C(C)(C)C)CC1,5.8%,2.4%,0.7,1526,-1.9%,-10.3%,0.7%,i,0.4,i,18.3,15.2,-9.2
CCOC(=O)C1CCN(S(=O)(=O)c2cccc(-c3cn4cc(Cl)ccc4n3)c2)CC1,10.8%,-3.7%,0.7,959,3.1%,4.7%,0.4%,i,0.2,i,19.7,17.9,13.3
COC(=O)C1=C(C)NC2=C(C(=O)CC(C)(C)C2)C1c1cccc(C)n1 (centres undefined),0.5%,-9.0%,-3.3,890,0.3%,7.7%,-0.3%,i,0.5,i,38.9,-17.4,-9.8
C/C(=N\NC(=O)c1c[nH]c2ccccc12)c1ccccn1,6.6%,-7.5%,2.0,846,-2.6%,11.0%,?,/,/,i,31.8,5.6,-5.5
COc1ccccc1CNS(=O)(=O)c1c(C)nc2sccn2c1=O,2.9%,/,/,/,3.5%,16.5%,-0.6%,i,2.3,i,24.8,/,/
COc1ccc(C)cc1NC(=O)C(Sc1nnnn1C)c1ccccc1 (centres undefined),9.3%,-2.5%,-2.9,998,5.0%,1.4%,-0.4%,i,0.7,i,10.7,-6.4,-4.3
CC(C)c1ccccc1NC(=O)COC(=O)c1c2c(nc3ccccc13)CCN(Cc1ccccc1)C2,11.2%,18.4%,/,/,5.1%,3.1%,1.5%,i,0.1,i,40.6,21.2,-12.7
Nc1nc(N)nc(Cc2ccccc2O)n1,7.9%,/,/,/,1.9%,/,/,i,0.7,i,31.7,/,/
C/C(=N\NC(=O)c1nnn(-c2nonc2N)c1-c1ccc(Cl)c(Cl)c1)c1ccncc1,4.6%,-5.0%,/,/,2.5%,8.3%,1.3%,i,1.0,i,15.5,/,/
O=C1CCCc2c1nc(-c1ccco1)n2O,5.0%,3.6%,-1.7,906,3.1%,13.7%,0.8%,i,3.7,i,27.8,3.6,-1.9
COc1cc(OC)cc(C2=NCCN2)c1,5.3%,-1.1%,-4.3,1164,-0.9%,4.8%,-0.2%,i,0.2,i,43.3,-0.7,4.4
COc1ccc(C(=O)Nc2ccccc2C(=O)N2CCOCC2)cc1,4.5%,-4.7%,/,/,0.0%,5.5%,0.2%,i,2.5,i,30.5,/,/
CN1C(=O)c2cccc(NC(=O)C3CCCCC3)c2C1=O,1.2%,-3.5%,/,/,-0.6%,2.2%,-0.1%,i,2.1,i,22.4,10.9,-0.8

# Screens (PubChem)
